Bioassay records: PubChem, National Center for Advancing Translational Sciences (NCATS)
S3 lipid droplet: qHTS Assay for Lipid Storage Modulators in Drosophila S3 Cells; Drosophila S3 cells, BODIPY lipid droplet fluorescence, 18-24 h; cells fed with added oleic acid; lipid storage change, negative = inhibition, % at the top dose, mostly 46.1 µM; hits show Potency in µM; actives 0.64% (n = 320,000); AID 2685; active means well fitted inhibition curve with a large enough effect in the signal ratio, with a control signal flat, not every such curve was filed as active; inconclusive means small, poorly fitted or top-dose-only effect, or effect the other way, or a change in a side signal; the % refers to the signal ratio
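Drosophila S3 cells got compounds at several concentrations plus oleic acid (400 uM solution). Laser-scanning cytometry with 488 nm excitation read lipid droplets at 500-530 nm and cells at 575-640 nm. Percent activity was relative to 20 uM Triacsin C.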
S3 lipid droplet cell count max: also measured in S3 lipid droplet; calls as there; cell number change, %; measured here: cell count max response;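 cells counted by Cell Tracker Red CMTPX staining in the red channel; peak over a dose series mostly up to 46.1 µM; percent activity relative to internal control wells on each plate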
* hit, by the source's call; i = inactive; ? = inconclusive; . = no result given; [ ] = another dose, or the depositor's remark. On the % scale 0 is the no-effect control and ±100 the full control effect; potency means the concentration at half of the fitted maximal effect. An excerpt; the hit share may differ from the screen's.

No. | Compound | S3 lipid droplet cell count max | S3 lipid droplet
1 | O=C1Cn2c(nc3ccccc32)-c2ccccc2N1 | 5.2 | 8.5%
2 | CN1CCN(c2ccccc2NC(=O)c2ccccc2F)CC1 | . | ?
3 | CCCc1cc(=O)oc2cc(C)cc(OCC(=O)Nc3ccc(S(N)(=O)=O)cc3)c12 | . | ?
4 | CC(C)CNC(=O)c1cc2nc3c(c(C(F)(F)F)n2n1)CCc1ccccc1-3 | . | ?
5 | CCOc1ccc(C(=O)Nc2ccc(C(F)(F)F)n(C)c2=O)cc1 | 18.6 | -3.7%
6 | N#C/C(=C/c1ccc(C(=O)O)cc1)C(=O)NCc1ccccc1 | . | ?
7 | Cc1ccccc1Cn1c(=O)n(CCCC(=O)NCc2ccco2)c(=O)c2ccccc21 | . | ?
8 | COc1ccc(-c2cc(C(=O)Nc3ccc(S(=O)(=O)Nc4onc(C)c4C)cc3)c3ccccc3n2)cc1OC | -1.9 | 18.2%
9 | Nc1nc(-c2ccc(-c3ccccc3)cc2)cs1 | . | ?
10 | CCOc1ccc(N2C(=O)C3Sc4[nH]c(=O)sc4C(c4ccc(OC)c(OC)c4)C3C2=O)cc1 (stereo not given) | 23.4 | 6.3%
11 | CN1CCC(N(C)S(=O)(=O)c2ccc(NC(=O)COc3ccc(F)cc3)cc2)CC1 | -7.4 | 14.9%[0.0737 µM]
12 | Cc1c(C(=O)OCC(=O)N2CCCC2)cccc1[N+](=O)[O-] | . | ?
13 | Cc1cc2c(cc1S(=O)(=O)N1CCN(c3ccc(Cl)cc3)CC1)OCCN2C | . | ?
14 | Cc1nc(C(F)(F)F)c(C(=O)N/N=C(\N)c2cccnc2)s1 | . | 13.7%
15 | Cc1nc(Cc2ccc(OC(C)C)cc2)[nH]c(=O)c1CC(=O)O | 12.4 | 17.8%
16 | CCC(CC)NC(=O)C1CCN(S(=O)(=O)c2cccs2)CC1 | . | ?
17 | O=c1c(Cc2ccc(Cl)cc2)c(O)ccn1Cc1ccncc1 | -11.7 | 13.5%
18 | CCN(CC)c1ccc(CC(=O)NC(C)Cc2ccccc2)cc1 (stereo not given) | . | 4.7%
19 | CC(OC(=O)c1cc(S(=O)(=O)N2CCOCC2)ccc1F)C(=O)NCc1ccc2c(c1)OCO2 (stereo not given) | 20.9 | i[0.0737 µM]
20 | Cc1cccn2cc(-c3cccc(S(=O)(=O)N4CCCCC4)c3)nc12 | -14.4 | i
21 | O=C(NCc1ccc(Cl)cc1)c1cc2ccccn2n1 | . | ?
22 | Cc1occc1-c1nnc(SCC(=O)NCCc2ccccc2)n1Cc1ccccc1 | . | ?
23 | COc1cccc(C(C)NC(=O)C2CCCC2)c1 (stereo not given) | . | ?
24 | C/C(Cl)=C\Cn1c(O)c(N=NC(N)=S)c2cc(Br)ccc21 | . | ?
25 | CC(NC(=O)C1CC2CCCC(C1)C2=O)c1ccccc1 (stereo not given) | . | ?

Four of the entries above in order of their number in S3 lipid droplet cell count max, highest first:
No. | Compound | S3 lipid droplet cell count max | S3 lipid droplet
10 | CCOc1ccc(N2C(=O)C3Sc4[nH]c(=O)sc4C(c4ccc(OC)c(OC)c4)C3C2=O)cc1 (stereo not given) | 23.4 | 6.3%
8 | COc1ccc(-c2cc(C(=O)Nc3ccc(S(=O)(=O)Nc4onc(C)c4C)cc3)c3ccccc3n2)cc1OC | -1.9 | 18.2%
11 | CN1CCC(N(C)S(=O)(=O)c2ccc(NC(=O)COc3ccc(F)cc3)cc2)CC1 | -7.4 | 14.9%[0.0737 µM]
20 | Cc1cccn2cc(-c3cccc(S(=O)(=O)N4CCCCC4)c3)nc12 | -14.4 | i

More structures
No. | Compound | S3 lipid droplet cell count max | S3 lipid droplet
26 | Cc1ccc(Nc2nc(NCC3CCCO3)nc(N)c2[N+](=O)[O-])cc1C (stereo not given) | . | ?
27 | CN1CCN(CC(=O)N2N=C(c3cccs3)CC2c2ccco2)CC1 (stereo not given) | 12.5 | -5.4%
28 | CCc1ccccc1NC(=S)N1N=CCC1c1ccccc1 (stereo not given) | . | ?
29 | Cc1cc(C)n2c(SCc3ccccc3Cl)nnc2n1 | . | ?
30 | C=C(C)COc1ccc(-c2[nH]ncc2-c2ccccc2OC)c(O)c1 | . | ?
31 | NC(=O)c1ccc(C(F)(F)F)n(Cc2ccccc2Cl)c1=O | . | ?
32 | C=C(C)CSc1nc2ccccc2c(=O)n1-c1c(C)n(C)n(-c2ccccc2)c1=O | . | ?
33 | Cc1cc(OCC(=O)Nc2ccccn2)c2c(C)c(C)c(=O)oc2c1 | -10.4* | 7.31µM*
34 | O=C(Nc1ccccc1)Nc1ccc(Oc2ncnc3cc(Cl)ccc23)nc1 | . | ?
35 | CC(=O)N1CCCc2ccc(NS(=O)(=O)c3ccccc3)cc21 | . | ?
36 | OCCN(CCO)CC(O)CN(c1ccccc1)c1ccccc1 (stereo not given) | 2.1 | -2.2%
37 | O=C1CCC(NC(=O)c2ccccc2)C(=O)N1 (stereo not given) | . | ?
38 | CCCC(NC(=O)c1ccco1)c1nc2ccccc2[nH]1 (stereo not given) | 2.1 | -4.8%
39 | O=C(c1ccccc1)C1CCN(CC(=O)N2CCN(c3ccccc3)CC2)CC1 | 4.5 | -3.0%
40 | CCCN(CCC)S(=O)(=O)c1ccc(C(=O)NNC(=O)c2cc(OC)c(OC)c(OC)c2)cc1 | 26.2 | 8.9%
41 | CCOC(=O)CNC(=S)N(Cc1ccccc1)Cc1cccnc1 | 10.4 | 2.8%
42 | O=C(c1coc2ccccc2c1=O)N1CCN(c2cccc(C(F)(F)F)c2)CC1 | -20.0 | -13.5%
43 | CCN(CC)C1=N/C(=C\c2ccc(OC)cc2)C(=O)N1c1ccccc1 | . | ?
44 | O=C(c1cnn(Cc2ccccc2)c1)N1CCN(S(=O)(=O)/C=C/c2ccccc2)CC1 | . | ?
45 | C=CCNc1cc(C)oc(=O)c1C(=O)CCC | -11.7 | 7.8%
46 | CCSc1nnc(NC(=O)COc2ccc(Cl)cc2)s1 | . | ?
47 | CCn1c(CNc2ccc(F)cc2)nnc1SCC#N | -0.1 | -7.8%
48 | Cc1cc(C(F)F)n2nc(C(=O)O)nc2n1 | . | ?
49 | Cc1cc(N(C)/N=C/c2ccccc2O)nc(-c2ccccc2O)n1 | 7.5 | -3.7%
50 | Cn1ccnc1SCC(=O)c1ccc([N+](=O)[O-])cc1 | . | ?

The last 2 entries of the part before come first, to join the parts:
No. | Compound | S3 lipid droplet cell count max | S3 lipid droplet
49 | Cc1cc(N(C)/N=C/c2ccccc2O)nc(-c2ccccc2O)n1 | 7.5 | -3.7%
50 | Cn1ccnc1SCC(=O)c1ccc([N+](=O)[O-])cc1 | . | ?
51 | COc1ccc(NC(=O)CSc2ccc3ccccc3c2)cc1S(=O)(=O)N1CCCCC1 | . | ?
52 | Cc1nnc(SCCN2C(=O)c3ccccc3C2=O)[nH]c1=O | -14.8 | 21.9%
53 | NS(=O)(=O)c1ccc(CCNC(=O)C2(S(=O)(=O)c3ccc(Cl)cc3)CC2)cc1 | 12.2 | -3.8%
54 | COc1ccc(CCNC(=O)CN(C)S(=O)(=O)c2ccc(Br)s2)cc1OC | -8.3 | 0.0%
55 | CC(C)c1ccc(NC(=O)COC(=O)CCC(=O)c2cccs2)cc1 | . | ?
56 | COc1ccccc1-n1c(C)nc2cc(C(=O)NCc3ccc4c(c3)OCO4)ccc21 | . | ?
57 | C=CCN1C(=O)C(O)=C(C(C)=O)C1c1ccccc1F (stereo not given) | . | ?
58 | CC(=O)Oc1ccc(N(C(C)=O)S(=O)(=O)c2ccc(Cl)cc2)c2ccccc12 | -29.6 | i
59 | CC(C)CC(NC(N)=O)C(=O)NCc1ccccc1Cl (stereo not given) | 12.7 | 7.4%
60 | CCC(C)NC(=S)N1CCN(Cc2ccccc2)CC1 (stereo not given) | -2.9 | -11.1%
61 | Cc1nn(C)c(Cl)c1NC(=O)OCc1ccc(Cl)cc1Cl | . | ?
62 | Cc1cc(C)cc(NC(=O)N2CCCN(Cc3c(F)cccc3Cl)CC2)c1 | . | ?
63 | COC(=O)c1ccc(C)c(NS(=O)(=O)c2cn(C)nc2C)c1 | 10.5 | -15.6%
64 | O=C(Nc1ccc(CN2CCCCC2)cc1)c1cc(Br)ccc1Cl | -5.6 | -2.2%
65 | COc1ccc(CN2CCC(n3nccc3NC(=O)C3CC3)CC2)c(OC)c1OC | . | ?
66 | C#CCOCCOCCOCCNc1nc(N2CCN(C(=O)[C@H](C(C)C)n3cc(CCO)nn3)CC2)nc(N2CCN(C(=O)[C@H]([C@@H](C)CC)n3cc(CCCCN)nn3)CC2)n1 | 2.6 | 6.9%
67 | COC(=O)c1[nH]c2cccc(OC)c2c1NC(=O)CN1CCC(C(N)=O)(N2CCCCC2)CC1 | . | ?
68 | O=C(C1=C(O)C(=O)N(Cc2ccco2)C1c1ccccc1F)c1cccs1 (stereo not given) | 1.4 | -1.3%
69 | CC(C)[C@H](NS(=O)(=O)c1ccc2c(c1)OCCO2)C(=O)OCC(=O)Nc1cccc(Cl)c1Cl | . | ?
70 | Cc1cc(=O)c(C(=O)O)nn1-c1cccc(C(F)(F)F)c1 | -1.3 | i
71 | COc1cccc(NC(=O)NC2CCN(Cc3nnnn3Cc3ccc(F)cc3)CC2)c1 | . | ?
72 | Cc1cc(C(=O)COC(=O)/C=C/c2cccc(Br)c2)c(C)n1C | . | -6.4%
73 | CC1Cc2cc(S(=O)(=O)N3CCC(C(N)=O)CC3)ccc2N1C(=O)C1CC1 (stereo not given) | -3.8 | -1.4%
74 | O=C(O)CCC(=O)Nc1ccc(-c2nnc(-c3ccco3)o2)cc1 | . | ?
75 | COc1ccc(NC(=O)CC(NCc2ccccn2)C(=O)O)cc1 (stereo not given) | 5.3 | 10.2%
76 | CCOC(=O)N1CCN(CC(=O)Nc2ccccc2C(=O)Nc2ccccc2)CC1 | 0.6 | i
77 | O=C(COC(=O)c1ccccc1C(=O)c1ccccc1)c1ccco1 | 13.2 | 9.7%
78 | COc1ccc(S(=O)(=O)NCCC(C)C)cc1C | . | i
79 | CC(C)(C)c1ccc(OC(=O)N2CCOCC2)cc1 | . | ?
80 | CCCCCCN(CCCCCC)C(=O)Cc1c(-c2ccc(F)cc2)[nH]c2ccccc12 | . | ?
81 | c1ccc2oc(-c3csc(N4CCOCC4)n3)cc2c1 | -3.3 | -12.4%
82 | O=C(CN(Cc1ccc(F)cc1)C(=O)C1CSC(=O)C1)NC1CCCCC1 (stereo not given) | -10.3 | 0.0%
83 | CC1=NN(c2ccc(Br)cc2)C(=O)/C1=C/c1cccs1 | -20.4 | -22.8%
84 | O=C(Cn1ncc2c1-c1ccccc1OC2)N1CCN(c2ccccn2)CC1 | 2.4 | -0.1%
85 | CCCOc1cccc(C(=O)Nc2ccc(Br)cc2F)c1 | . | ?
86 | CCOc1ccc(N(CC(=O)NCc2ccc(OC)cc2)C(=O)CCC(=O)Nc2nccs2)cc1 | . | ?
87 | Cn1c(SCC(=O)NC2CCCC2)nnc1-c1cccs1 | . | i
88 | CCN(CC)CCNC(=O)C(=O)Nc1ccc2c(c1)N(S(=O)(=O)c1cccs1)CCC2 | . | 14.3%
89 | CC1(C)Cc2cccc(C(=O)Nc3ccc(F)cc3F)c2O1 | -9.1 | -7.0%
90 | COC(=O)c1ccc(N2CCOCC2)c(NC(=O)c2cccs2)c1 | . | ?
91 | Cc1cc(OCC(=O)O/N=C(\N)c2ccccc2)ccc1Cl | 4.4 | 9.4%
92 | Cc1scc(C(=O)NNC(=S)NCC(C)C)c1C | . | ?
93 | CN1c2ccsc2/C(=N/NC(=O)c2c(F)cccc2F)CS1(=O)=O | . | ?
94 | CCOc1ccccc1N(C(=O)CNC(=O)c1ccco1)C(C(=O)NC1CCCC1)c1ccncc1 (stereo not given) | . | ?
95 | COc1ccccc1Nc1nc2ccccc2n1C | 0.7 | 7.9%
96 | O=C(NCCN1CCN(c2ccccc2F)CC1)C1CCCN(S(=O)(=O)c2cnc[nH]2)C1 (stereo not given) | 1.9 | -11.6%
97 | Cc1ccc(/C=N/N(Cc2ccccc2)c2ccccc2)o1 | . | i
98 | Cc1ccc(N2CCN(C(=S)c3ccc(N(C)C)cc3)CC2)cc1 | . | ?
99 | O=C(NCCN1CCOCC1)c1cnn2c1NC(c1cccs1)CC2C(F)(F)F (stereo not given) | 7.2 | 5.6%
100 | COc1ccc(-c2cc(C(=O)N3CCN(c4ccccc4)CC3)c3ccccc3n2)cc1OC | . | ?

(more compounds)
No. | Compound | S3 lipid droplet cell count max | S3 lipid droplet
101 | COC(=O)C(C(=O)OC)C(C[N+](=O)[O-])c1ccc(O)c(OC)c1 (stereo not given) | . | ?
102 | Cc1ccc(C(=O)O)cc1NC(=S)NC(=O)c1ccc([N+](=O)[O-])c(C)c1 | 23.2 | 5.6%
103 | Cc1nonc1C(=O)N/N=C/c1ccc(O)cc1 | 0.6 | 15.5%
104 | CC(C)c1cccc(C(C)C)c1NC(=O)CN1C(=O)NC2(CCCCCCC2)C1=O | . | ?
105 | COc1ccc(NC(=O)C2CCN(S(=O)(=O)c3cccc4nonc34)CC2)c(OC)c1 | . | ?
106 | c1cncc(C(c2nnnn2C2CCCC2)N2CCN(Cc3ccc4c(c3)OCO4)CC2)c1 (stereo not given) | . | ?
107 | CCc1ccc(NC(=O)N2CCN(C(=O)C3CCCO3)CC2)cc1 (stereo not given) | . | ?
108 | Cn1c(=O)c2c(nc(NCc3ccco3)n2Cc2ccccc2Cl)n(C)c1=O | . | ?
109 | Cc1cc(NC(=O)CCC(=O)N(c2ccccc2)C(C(=O)NC2CCCC2)c2ccc(F)cc2)no1 (stereo not given) | . | ?
110 | O=C(Cn1c(CO)nc2ccccc21)Nc1cc(C(F)(F)F)ccc1N1CCOCC1 | -11.8 | i
111 | COC(=O)Cc1coc2cc(OC)ccc12 | 12.0 | 3.5%
